M4 PAM: potentiates acetylcholine response at human M4 receptor. CHO-K1 hM4/Gqi5, Fluo-8 calcium fluorescence, ACh EC20; 0% = ACh EC20, 100% = maximal ACh. activation, % at 3 µM. 0.4% of 360,000 active. AID 624126;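 active = activation above its plate's cutoff, the mean activation of sample wells plus 3 SD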; note: some results filed as inactive read as strong as hits
Target sequence (P08173 whole entry, looked up): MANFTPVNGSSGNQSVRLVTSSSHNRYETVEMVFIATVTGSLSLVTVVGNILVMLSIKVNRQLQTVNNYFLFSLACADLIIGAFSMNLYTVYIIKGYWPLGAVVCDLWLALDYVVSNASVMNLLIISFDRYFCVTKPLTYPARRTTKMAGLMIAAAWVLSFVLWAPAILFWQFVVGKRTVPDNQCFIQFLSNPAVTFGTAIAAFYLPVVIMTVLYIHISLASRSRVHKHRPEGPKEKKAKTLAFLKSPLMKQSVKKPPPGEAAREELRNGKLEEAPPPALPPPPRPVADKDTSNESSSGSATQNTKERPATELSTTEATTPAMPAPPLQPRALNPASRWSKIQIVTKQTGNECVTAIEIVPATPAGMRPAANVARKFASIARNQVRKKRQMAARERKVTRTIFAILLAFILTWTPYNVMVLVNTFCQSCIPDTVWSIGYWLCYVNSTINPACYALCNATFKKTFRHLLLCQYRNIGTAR
CRFR2-BP antag: antagonists of CRF-binding protein/CRF-R2 receptor complex; AID 588475; inhibition, % at 11.8 µM; HEK293 CRF-R2/CRF-BP, CRF-induced calcium fluorescence; 0.59% of 350,000 active;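 active = inhibition of the ligand-induced calcium signal above about 50% at the single tested concentration, limit read from the data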
CHRM5 agonist: agonists of human muscarinic M5 receptor (CHRM5); P08912; CHO-K1 hM5 cells, Fluo-8 calcium fluorescence; 0% DMSO wells, 100% maximal acetylcholine response; activation, % at 3 µM; 0.19% of 360,000 active;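 active = activation above the run's mean over test compounds plus 3 SD, cut at about 23% in these data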;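 note: signal is peak over basal fluorescence ratio across the kinetic read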
Target sequence (P08912 whole entry, looked up): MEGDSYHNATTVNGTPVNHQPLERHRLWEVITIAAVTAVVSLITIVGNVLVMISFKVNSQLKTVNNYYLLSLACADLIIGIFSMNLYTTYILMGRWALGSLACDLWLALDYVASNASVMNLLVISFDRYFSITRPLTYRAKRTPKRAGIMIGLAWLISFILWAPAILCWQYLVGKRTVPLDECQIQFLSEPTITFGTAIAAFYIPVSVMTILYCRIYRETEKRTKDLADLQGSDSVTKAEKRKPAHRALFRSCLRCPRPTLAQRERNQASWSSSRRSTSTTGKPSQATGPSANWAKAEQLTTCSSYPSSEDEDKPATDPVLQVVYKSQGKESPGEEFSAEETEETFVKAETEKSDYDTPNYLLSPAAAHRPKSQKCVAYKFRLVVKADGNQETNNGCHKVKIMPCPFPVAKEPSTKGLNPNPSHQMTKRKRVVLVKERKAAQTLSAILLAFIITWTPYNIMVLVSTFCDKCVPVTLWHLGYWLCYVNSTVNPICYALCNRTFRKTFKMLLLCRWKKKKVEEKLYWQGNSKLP
CHRM4 agonist: CHRM4 agonism in calcium assay; CHO-K1 hM4/Gqi5, Fluo-8 calcium fluorescence; vehicle 0%, full acetylcholine response 100%; activation, % at 3 µM; 0.14% of 360,000 active;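 active = activation above the run mean over all test wells plus 3 SD, cut at about 32% in these data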;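 note: peak over basal fluorescence ratio per well then scaled between controls; 0% = DMSO wells and 100% = acetylcholine at EC100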
CRFR2-BP ag: CRF-BP/CRF-R2 complex agonism | activation, % at 13.2 µM | 0.46% of 350,000 active | HEK293 CRF-R2/CRF-BP, calcium dye fluorescence (FLIPR); percent of saturating CRF peptide response | AID 588473;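 active = activation of at least 50%, plus an integration ratio under a set limit after plate pattern correction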;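 note: plate controls were neutral control wells without compound for no effect and CRF at EC100 for full effect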
IDE inh: inhibitors of human insulin-degrading enzyme in cells | P14735 | HEK cells, FAbetaB cleavage, fluorescence polarization | inhibition, % at 5.59 µM | 0.41% of 320,000 active;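 active = percent inhibition above the average of all tested compounds plus 3 SD, set per screening campaign, cut at about 16% in these data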;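 note: IDE supplied by intact live HEK cells; FP after avidin binding of uncleaved biotin substrate so inhibition keeps polarization high; 0% = DMSO wells and 100% = 60 µM reference IDE inhibitor Ii1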
M5 PAM: positive allosteric modulators of human muscarinic M5 receptor. P08912. CHO-K1 hM5, Fluo-8 calcium, ACh EC20 PAM; 0% = ACh EC20, 100% = ACh EC100. activation, % at 3 µM. 0.3% of 360,000 active. AID 624038;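 active = activation above the run cutoff, the mean activation of all test compounds plus 3 SD, cut at about 18% in these data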
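Assay system: CHO-K1 hM5 cells. Also added: acetylcholine at EC20 concentration, added after compound. Dosing: 3 µM, single dose. Times: compound preincubation 140 s before EC20 acetylcholine addition. Signal: Fluo-8 calcium fluorescence. Measure: % activation relative to EC20 and EC100 ACh responses. Repeats: singlicate, one well per test compound.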
M4 antag: CHRM4 antagonism in calcium assay; CHO-hM4 cells, ACh EC80, Fluo-8 calcium fluorescence; 0.73% of 360,000 active; inhibition, % at 3 µM; P08173;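 active = inhibition above its plate's cutoff, the mean inhibition of sample wells plus 3 SD, cut at about 27% in these data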;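 note: 0% = acetylcholine EC80 with DMSO and 100% = DMSO without agonist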
CHRM5 antagonist: CHRM5 antagonism in calcium assay. P08912. inhibition, % at 3 µM. AID 624040. 0.59% of 360,000 active. CHO-hM5 cells, Fluo-8 calcium fluorescence, ACh EC80;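 active = inhibition above a per-plate cutoff, the mean of that plate's test compounds plus 3 SD, cut at about 27% in these data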;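 note: 0% = acetylcholine EC80 with DMSO and 100% = DMSO without agonist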
* = called active by the depositor; · = not tested or not shown.

SMILES	M4 PAM	CRFR2-BP antag	CHRM5 agonist	CHRM4 agonist	CRFR2-BP ag	IDE inh	M5 PAM	M4 antag	CHRM5 antagonist
C=CCSC1=NC(=O)/C(=C/c2cccs2)S1	-1	-6	-1	0	-0.1	-4	0	4	-4
N#CN1C2CCC1CC(O)(c1ccccc1)C2 (stereo unspecified)	0	·	1	2	·	·	-3	-4	2
COC(=O)COc1ccccc1/C=C1/NC(=O)NC1=O	2	8	0	1	-1.7	7	-5	-2	5
COc1ccc(CNC(=O)CCC(=O)c2ccc(C)cc2)cc1OC	0	7	0	1	-0.8	-2	2	-7	-2
Cc1ccc(SCCNC(=S)Nc2ccc(C)cc2C)cc1	-5	4	-4	-1	0.2	3	-4	0	-4
N#CCOc1ccccc1CNC[C@H]1O[C@@H](n2cnc(C(N)=O)n2)[C@H](O)[C@@H]1O	7	-4	0	1	-0.1	·	3	-5	-5
CCc1nc(CNC(=O)C2CCC(=O)N(CCc3cccc(F)c3)C2)no1 (stereo unspecified)	2	-14	-1	1	-1.4	-4	5	0	4
O=C(CN1CCN(Cc2ccc(Cl)cc2)CC1)N1CCc2ccccc21	-4	-6	-5	1	-1.5	-2	0	6	-1
O=C(C=Cc1ccco1)N1CCOCC1	1	-7	1	-1	4.4	·	9	2	1
O=C(Nc1ccccc1Br)c1cccc2ccccc12	-5	10	-3	0	0.8	5	6	-15	3
O=C(COc1ccc(Cl)cc1)Nc1ccc(Cc2ccncc2)cc1	-10	-11	0	8	-1.2	13	-13	2	11
CCCOC(=O)c1ccc(Nc2nc(C)cc(=O)[nH]2)cc1	2	-3	6	6	2.6	11	-10	-10	7
Cc1ccc(NC(=S)NCCN(C2CCCCC2)C2CCCC2)cc1	-22	-9	-21	3	2.6	-1	-6	3	7
N#Cc1ccccc1NC(=O)CN1CCOCC1	-4	-4	-7	2	0.3	6	3	0	11
CCCc1cc(C(=O)OC)c(NC(=O)OCC)s1	0	0	0	0	1.1	6	10	-4	-11
COC(=O)c1ccc(NC(=O)COc2ccccc2OC)cc1	-1	28	-1	1	25	4	-4	2	-2
COc1ccc(NC(=O)C23CC4CC(C2)CC(c2ccccc2)(C4)C3)c(OC)c1	4	-5	0	0	1.2	2	0	2	-3
CCCc1cc(=O)[nH]c(SCCN2C(=O)c3ccccc3C2=O)n1	8	1	-1	2	-0.7	6	-12	7	14
CCOc1cccc(N(C(=O)c2ccco2)C(C(=O)NC2CCCC2)c2cccnc2)c1 (stereo unspecified)	4	9	0	3	0.0	5	-1	-1	6
COc1ccc(CCNC(=O)c2c(O)c3ccccc3[nH]c2=O)cc1OC	-2	-19	-3	0	-0.3	·	-3	0	9
CCNc1nc(C)nc2c1cnn2C	6	2	-2	0	1.3	·	2	-4	7
CCOC(=O)c1cnc2oc3ccccc3n2c1=O	-2	-8	6	-1	0.5	3	5	4	-2
CCn1c(=O)c(=O)[nH]c2cc(C(=O)NC(C)c3ccc(S(N)(=O)=O)cc3)ccc21 (stereo unspecified)	11	3	0	0	-1.1	0	1	1	9
CN1CCN(C(=O)CSc2ccc(C(F)(F)F)cc2[N+](=O)[O-])CC1	3	3	-1	2	-3.0	-1	-2	0	8
CCNC(=S)N/N=C(\C)c1cccc(OC)c1	7	-3	1	1	5.1	5	3	6	5

(list continues)
SMILES	M4 PAM	CRFR2-BP antag	CHRM5 agonist	CHRM4 agonist	CRFR2-BP ag	IDE inh	M5 PAM	M4 antag	CHRM5 antagonist
CCc1nc(N)nc(N)c1-c1ccc(Cl)c([N+](=O)[O-])c1	3	-15	-2	4	4.2	·	0	-7	-7
CCOc1ccccc1CNCCNCC(C)O (stereo unspecified)	-8	1	5	19	2.3	0	-12	-7	17
CC(C)(C)n1ncc2c(=O)n(CC(=O)NCc3ccccc3Cl)cnc21	4	6	1	2	6.9	5	-6	-15	1
Cc1cccc(C(=O)N[C@H](C(=O)Nc2ccc(C)c(S(=O)(=O)N(C)C)c2)C(C)C)c1	1	-15	-1	1	1.4	0	1	1	-5
O=S(=O)(c1ccc(F)c(F)c1)N1CCN(c2ccccn2)CC1	-7	-1	-23	1	-0.5	1	-2	-14	-2
Cc1cc(C)c(S(=O)(=O)N2CCCCC2CCNC(=O)C(=O)NCC2CCCO2)c(C)c1 (stereo unspecified)	12	-8	2	2	4.7	3	-1	-22	3
Cc1cc(-c2n[nH]c(=S)n2/N=C/c2c[nH]c3ccccc23)n[nH]1	-18	3	1	9	0.6	10	-5	-11	0
Cc1ccc(S(=O)(=O)CCC(=O)OCC(=O)NC(C)c2ccccc2)cc1 (stereo unspecified)	-4	-4	2	0	-2.2	1	14	1	7
CCOc1ccccc1NC(=O)CSc1nnc(-c2ccco2)o1	8	-2	0	1	0.4	4	0	12	4
COc1cc2nc(SCC(N)=O)n(CCC3=CCCCC3)c(=O)c2cc1OC	-5	2	1	0	0.0	-5	4	3	3
c1ccc(CN2CCc3[nH]c4ccccc4c3C2)cc1	9	-11	0	3	-1.5	·	-3	-14	4
CCN(Cc1ccncc1)C(=O)c1cc(COc2ccc(C)c(C)c2)on1	-6	5	-1	9	1.8	4	-7	-8	-8
O=C(O)CSc1nnc(-c2cccnc2)n1Cc1ccccc1	0	-5	3	0	-3.0	-1	6	1	-2
CCC(=O)NCCNc1nc2cc(C)c(C)cc2cc1C#N	4	4	-12	0	-0.1	0	8	-3	-4
COc1cccc(C(=O)NNC2OC(CO)C(O)C2O)c1 (stereo unspecified)	7	21	0	2	-1.7	-1	-1	-5	-9
CCCc1cc(-c2n[nH]c(=S)n2CC)c2ccccc2n1	-1	23	-3	-1	-0.8	4	0	9	1
O=C(CSc1n[nH]c(-c2ccccc2)n1)NC1CCCCC1	-3	-3	0	2	3.5	1	-4	6	13
O=C(CN1CCCCCC1)NCC1CCCO1 (stereo unspecified)	4	-8	-3	1	1.1	9	4	9	12
COc1ccc(C(C(=O)NCc2ccccc2)N(C(=O)c2snc(C(N)=O)c2N)c2ccccc2OC)cc1OC (stereo unspecified)	1	-2	-2	2	0.9	3	0	0	-4
O=C(CSc1ncnc2ccccc12)Nc1cccc(S(=O)(=O)N2CCOCC2)c1	-9	-41	6	9	1.8	1	-4	11	7
CCC1CCCCN1CCCNC(=O)CS(=O)Cc1nc(-c2ccc(OC)c(OC)c2)oc1C (stereo unspecified)	2	0	-3	1	0.2	7	7	-2	-7
Cc1cccc(N2Cc3ccc(Br)cc3C2)c1	-15	17	1	0	-1.2	3	2	-6	6
CCN(CC)c1ccc(NC(=O)C2CC(=O)N(Cc3ccccc3)C2)cc1 (stereo unspecified)	7	7	-3	3	-4.3	3	6	2	2
COC(=O)c1c(NC(=O)c2cccc(N3C(=O)CCC3=O)c2)sc2c1CCN(C(C)=O)C2	-7	-11	0	11	-0.2	-3	-3	2	7
Cc1nc2ccccc2cc1C(=O)N/N=C/c1cccc([N+](=O)[O-])c1	-1	12	2	2	0.0	-1	-1	-5	-12

The list continues:
SMILES	M4 PAM	CRFR2-BP antag	CHRM5 agonist	CHRM4 agonist	CRFR2-BP ag	IDE inh	M5 PAM	M4 antag	CHRM5 antagonist
CSc1ncccc1C(=O)OCC(=O)NC1CCCc2ccccc21 (stereo unspecified)	4	13	-4	2	-5.2	19*	5	-10	2
COc1ccc(NC2CCCN(C(=O)CCc3scnc3C)C2)cc1 (stereo unspecified)	-2	2	-3	1	-0.4	0	-2	-4	14
Cc1ccc(S(=O)(=O)N[C@H](C(=O)NCC2CCC(C(=O)O)CC2)C(C)C)cc1 (stereo partly specified)	-5	9	0	0	-1.0	·	-2	-3	1
Cc1cccc(N(CC(O)CON=C2c3ccccc3-c3ccccc32)S(C)(=O)=O)c1 (stereo unspecified)	3	-1	1	10	-1.0	8	-4	5	4
O=C(O)c1cccc(Sc2cc(Cl)ccc2C(=O)O)c1	3	0	2	1	-0.6	-4	-3	5	16
Clc1ncn(CCOc2ccccc2)c1Cl	-4	21	-13	0	-5.9	0	3	3	10
CN1CCN(CCCNC(=O)c2cc3c(-c4ccc(Cl)cc4)nn(C)c3s2)CC1	1	14	-2	1	-0.4	4	1	-11	3
COc1ccc(/C=N/n2cnc3c([nH]c4ccc(C)cc43)c2=O)cc1CN1CCCC1	-3	11	-5	1	-0.6	11	-8	0	17
COc1cc2c(cc1OC)C(=O)N1[C@H]3c4cc(C)ccc4OC[C@@H]3[C@H](c3ccccc3)[C@]1(C)C(=O)N2	4	13	2	1	-4.1	7	-6	2	8

A different layout for part of the listing above:
Each structure is followed by: M4 PAM, CRFR2-BP antag, CHRM5 agonist, CHRM4 agonist, CRFR2-BP ag, IDE inh, M5 PAM, M4 antag, CHRM5 antagonist
> C=CCSC1=NC(=O)/C(=C/c2cccs2)S1
  -1, -6, -1, 0, -0.1, -4, 0, 4, -4
> N#CN1C2CCC1CC(O)(c1ccccc1)C2 (stereo unspecified)
  0, ·, 1, 2, ·, ·, -3, -4, 2
> COC(=O)COc1ccccc1/C=C1/NC(=O)NC1=O
  2, 8, 0, 1, -1.7, 7, -5, -2, 5
> COc1ccc(CNC(=O)CCC(=O)c2ccc(C)cc2)cc1OC
  0, 7, 0, 1, -0.8, -2, 2, -7, -2
> Cc1ccc(SCCNC(=S)Nc2ccc(C)cc2C)cc1
  -5, 4, -4, -1, 0.2, 3, -4, 0, -4
> N#CCOc1ccccc1CNC[C@H]1O[C@@H](n2cnc(C(N)=O)n2)[C@H](O)[C@@H]1O
  7, -4, 0, 1, -0.1, ·, 3, -5, -5
> CCc1nc(CNC(=O)C2CCC(=O)N(CCc3cccc(F)c3)C2)no1 (stereo unspecified)
  2, -14, -1, 1, -1.4, -4, 5, 0, 4
> O=C(CN1CCN(Cc2ccc(Cl)cc2)CC1)N1CCc2ccccc21
  -4, -6, -5, 1, -1.5, -2, 0, 6, -1
> O=C(C=Cc1ccco1)N1CCOCC1
  1, -7, 1, -1, 4.4, ·, 9, 2, 1
> O=C(Nc1ccccc1Br)c1cccc2ccccc12
  -5, 10, -3, 0, 0.8, 5, 6, -15, 3
> O=C(COc1ccc(Cl)cc1)Nc1ccc(Cc2ccncc2)cc1
  -10, -11, 0, 8, -1.2, 13, -13, 2, 11
> CCCOC(=O)c1ccc(Nc2nc(C)cc(=O)[nH]2)cc1
  2, -3, 6, 6, 2.6, 11, -10, -10, 7
> Cc1ccc(NC(=S)NCCN(C2CCCCC2)C2CCCC2)cc1
  -22, -9, -21, 3, 2.6, -1, -6, 3, 7
> N#Cc1ccccc1NC(=O)CN1CCOCC1
  -4, -4, -7, 2, 0.3, 6, 3, 0, 11
> CCCc1cc(C(=O)OC)c(NC(=O)OCC)s1
  0, 0, 0, 0, 1.1, 6, 10, -4, -11

Screening results (PubChem)
